# Source: PubChem (several laboratories)
# Runt-SMMHC FRET = inhibitors of RUNX1 Runt–CBFb-SMMHC binding, primary screen, biochemical, FRET, Cerulean-Runt, Venus-CBFb-SMMHC, uHTS | inhibition, % at 20 µM | Cerulean-Runt/Venus-CBFb-SMMHC FRET ratio 530/480, 1 h | 220,000 tested, 0.74% active | Runt-related transcription factor 1 (Homo sapiens) + Core-binding factor subunit beta …;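 active = mean inhibition across duplicate retests at 20 µM reaching about 50%, limit read from the data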;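 note: 0% = DMSO wells and 100% = wells with excess untagged CBFb-SMMHC; inhibitors lower the FRET ratio by blocking Runt binding to CBFb-SMMHC; some results filed as inactive read as strong as hits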
# p47phox inh = p47phox/p22phox peptide binding inhibitors, primary screen, biochemical, uHTS, NADPH oxidase regulatory subunit; Neutrophil cytosol factor 1 (Homo sapiens), P14598; fluorescence polarization, 2 h; inhibition, % at 24.7 µM; 220,000 tested, 0.53% active; AID 1274, 2008;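 active = inhibition above about 30%, limit read from the data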;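 note: 0% = p47phox with labelled peptide and 100% = labelled peptide alone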
# Target sequence (P14598 whole entry, looked up): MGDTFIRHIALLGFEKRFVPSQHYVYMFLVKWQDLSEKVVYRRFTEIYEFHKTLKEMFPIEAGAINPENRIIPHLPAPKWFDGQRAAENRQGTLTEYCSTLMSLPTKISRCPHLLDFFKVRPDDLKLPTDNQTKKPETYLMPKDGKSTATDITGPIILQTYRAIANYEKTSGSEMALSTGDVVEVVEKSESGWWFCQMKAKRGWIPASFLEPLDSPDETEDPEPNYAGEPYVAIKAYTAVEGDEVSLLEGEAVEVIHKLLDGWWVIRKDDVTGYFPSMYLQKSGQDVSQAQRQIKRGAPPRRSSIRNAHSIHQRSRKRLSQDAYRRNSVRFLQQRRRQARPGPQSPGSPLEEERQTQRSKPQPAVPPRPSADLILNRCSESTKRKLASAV
# Hck Nef HTS = inhibitors of Nef-activated human Hck kinase, primary screen, biochemical, Z-Lyte FRET, 384-well, Hck-YEEI. AID 463187, 2010. inhibition, % at 20 µM. Recombinant Hck-YEEI plus Nef, Z-Lyte FRET kinase assay. Tyrosine-protein kinase HCK (Homo sapiens), P08631. 220,000 tested, 0.68% active;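 active = Hck-Nef kinase inhibition above about 50%, limit read from the data; inactive = inhibition below that limit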;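 note: 0% = DMSO with Hck plus Nef and 100% = Hck alone without Nef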
# Target sequence (P08631 whole entry, looked up): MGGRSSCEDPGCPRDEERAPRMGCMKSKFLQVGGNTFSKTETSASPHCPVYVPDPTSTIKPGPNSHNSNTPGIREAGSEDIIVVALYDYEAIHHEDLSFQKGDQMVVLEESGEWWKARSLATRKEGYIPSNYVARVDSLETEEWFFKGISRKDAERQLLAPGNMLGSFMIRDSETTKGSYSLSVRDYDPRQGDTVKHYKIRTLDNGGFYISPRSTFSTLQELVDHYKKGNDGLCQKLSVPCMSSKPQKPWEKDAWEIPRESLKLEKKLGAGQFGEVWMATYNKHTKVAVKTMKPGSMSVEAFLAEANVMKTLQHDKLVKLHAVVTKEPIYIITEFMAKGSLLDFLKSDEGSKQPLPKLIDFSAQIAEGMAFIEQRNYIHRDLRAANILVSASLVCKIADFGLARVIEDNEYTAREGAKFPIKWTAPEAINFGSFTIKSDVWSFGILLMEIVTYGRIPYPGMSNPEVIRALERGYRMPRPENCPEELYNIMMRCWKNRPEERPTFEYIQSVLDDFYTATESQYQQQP
# Runt-CBFb FRET = inhibitors of RUNX1 Runt–CBFb binding, primary screen, biochemical, FRET, Cerulean-Runt, Venus-CBFb, uHTS; Runt-related transcription factor 1 (Homo sapiens) + Core-binding factor subunit beta …; Cerulean-Runt/Venus-CBFb FRET ratio 530/480, 1 h; inhibition, % at 20 µM; 220,000 tested, 0.46% active; AID 1496, 2009;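 active = inhibition over about 50% at 20 µM in the single-dose screen, limit read from the data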;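 note: 0% = DMSO wells and 100% = excess unlabeled CBFb competitor control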
#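 Doses: 20 µM compound in 1% DMSO | Material: Cerulean-labeled Runt domain protein | Amount: Each fluorescent fusion protein 100 nM | Schedule: Two 1 h room-temperature incubations shielded from light | Measured by: FRET fluorescence | Evaluation: Loss of energy transfer signal | Controls: Unlabeled CBFb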
# 14-3-3 Bad inh = inhibitors of 14-3-3 zeta/Bad binding, primary screen, biochemical, TR-FRET, bovine 14-3-3 zeta; 220,000 tested, 0.71% active; inhibition, % at 21.7 µM; TR-FRET 14-3-3zeta/Dy647-pBad peptide displacement, 1 h;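 active = inhibition above about 70%, limit read from the data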;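 note: 0% = full 14-3-3 plus peptide FRET controls and 100% = background without 14-3-3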
# Tb hexokinase = Trypanosoma brucei hexokinase 1 inhibitors, primary screen, biochemical, G6PDH-coupled NADH absorbance, MLSCN library; recombinant TbHK1, G6PDH-coupled NADH A340; 220,000 tested, 0.11% active; inhibition, % at 10 µM; AID 1430, 2008;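 active = inhibition of 50% or more in the single-dose primary screen; inactive = inhibition below 50%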
# MDM2 E3 inh = MDM2-luciferase reporter signal enhancers, primary screen, MDM2 E3 ligase inhibitor project, cell-based, luminescence, 1536-well; E3 ubiquitin-protein ligase Mdm2 (Homo sapiens), Q00987; cell-based MDM2 ubiquitination luciferase reporter, 2 h; 0 = plate control, 100 = twice control, blank-subtracted; signal enhancement, % at 5 µM; 210,000 tested, 0.11% active; AID 1230, 2008;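 active = signal enhancement of 30% or more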;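 note: luminescence tracks abundance of the self-degrading MDM2-luciferase fusion protein; higher signal means inhibition of MDM2 E3 ligase activity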
#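 Material: Stable MDM2–luciferase fusion reporter cells | Amount: 2000 cells seeded into each well | Dosing: One concentration, 5 µM, with 0.2% DMSO | Incubation: 4 h cell settling then 2 h compound exposure, 37 °C | Measured by: Luciferase luminescence | Read-out basis: % enhancement relative to plate controls after blank subtraction | Benchmarks: Control and blank well means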
# EBV gp42 inh = Epstein-Barr virus gp42 inhibitors, primary screen, biochemical, uHTS, fluorescence polarization. Glycoprotein 42 (Epstein-Barr virus (strain AG876)), Q1HVG2. Fluorescence polarization binding assay, mP read-out. inhibition, % (tested at 21.74 µM). 220,000 tested, 0.42% active; in the data active = inhibition above about 50%
# zVAD death inh = inhibitors of zVAD-triggered necroptosis, primary screen, L929 cells. L929 zVAD necroptosis rescue, ATP luminescence, 24 h; with zVAD 60 µM. viability rescue, % at 10 µM. 220,000 tested, 0.38% active;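 active = activation, scaled between plate controls, above about 75%, limit read from the data; inactive = activation under that limit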;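 note: 0% = zVAD with DMSO and 100% = DMSO alone without zVAD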
# An asterisk follows results filed as active; . = not tested or not shown; [ ] = dose if it differs, or a comment.
SMILES,Runt-SMMHC FRET,p47phox inh,Hck Nef HTS,Runt-CBFb FRET,14-3-3 Bad inh,Tb hexokinase,MDM2 E3 inh,EBV gp42 inh,zVAD death inh
CCC1Oc2ccccc2N(CC(=O)NCCCN2CCCCC2CC)C1=O (centres undefined),-2,-9,-5,0,-4,-3,-4,-2,-1.1
CC(=O)N(C(C)=O)c1ncc2c([nH]c3ccccc32)c1C#N,-7,-14,2,-1,13,-3,-11,-4,87*
CCOC(=O)C1=C(N)OC2=C(C(=O)CC(C)(C)C2)C1c1ccc(C)s1 (centres undefined),-2,-9,29,3,-10,-6,-6,-2,2.2
COc1ccc(N(C)C(=O)c2oc(=O)c3ccccc3c2-c2ccc(C)cc2)c(OC)c1,-2,6,-18,-1,2,-9,-17,-6,-0.2
COCCn1c(C)cc(C2=NNC(=Nc3ccc(Cl)cc3Cl)SC2)c1C,-5,-38,0,17,72*,-14,13,-25,0.8
O=c1oc2ccccc2c(O)c1Cc1cc(Cl)c2cccnc2c1O,-12,-44,-3,-1,-3,4,-4,4,1.1
Cc1cc([N+](=O)[O-])nn1CC(=O)Nc1nccs1,2,-2,4,1,-19,30,1,-14,1.5
CCC1(O)c2ccccc2-c2ncccc21 (centres undefined),2,0,-1,-1,6,2,-20,-35,0.2
CCOC(=O)c1c(N)sc(C(=O)N2CCCCCC2)c1C,1,-12,0,-3,-9[fluorescence artefact?],6,-30,3,-0.2
CCCOc1nc2c(c(=O)n(C)c(=O)n2C)n1CC,0,.,1,-3,.,-1,.,.,-0.3
Cn1c(=O)[nH]c(=O)c2c1nc(N1CCc3ccccc3C1)n2CCSc1nc2ccccc2s1,-7,3,1,-3,20,-1,-4,8,0.4
O=C(NCc1ccccn1)C(C(=O)c1cccc([N+](=O)[O-])c1)n1cc(Cl)ccc1=O (centres undefined),2,-8,17,-2,-8,-11,-21,-20,0.0
O=C(COc1ccccc1[N+](=O)[O-])OC1CCS(=O)(=O)C1 (centres undefined),-1,-7,24,.,-15,-4,-1,-12,1.2
O=C(O)CC1NC(=O)N(C2CCCCC2)C1=O (centres undefined),-2,-9,1,0,7,1,-2,-6,2.2
O=C(O)CC(NC(=O)c1ccc2c(c1)OCO2)c1cccc([N+](=O)[O-])c1 (centres undefined),0,0,17,-1,-9,-1,7,-5,1.1
O=[N+]([O-])c1cc(-c2ccc(C(=S)N3CCOCC3)o2)ccc1Cl,27,-1,28,26,7,-2,-34,1,-1.4
COc1ccc(COc2ccc(C3C(S(=O)(=O)c4ccccc4)CON3C)cc2OC)cc1 (centres undefined),-1,-12,-4,0,-11,-15,-28,0,0.5
OCCOCCOCCn1c2ccccc2c2ccccc21,46,3,4,2,2,-7,-7,0,0.8
Cc1ccc(-n2nc(CC#N)c(C#N)c2N)cc1Cl,1,-11,0,-1,-9,-9,-13,-1,0.3
CN(C)C(=S)NC(=O)C12CC3(C)CC(C)(CC(C)(C3)C1)C2,1,0,8,0,0,4,-7,0,0.2
Cc1ccccc1C(=O)NN1CCOCC1,-2,-13,-1,-3,-18,-7,1,1,0.6
COc1ccc(Nc2cc(C(=O)NCc3ccco3)c3ccccc3n2)c(OC)c1,-1,-10,2,0,0,-9,-16,-1,1.5
C=CCNC(=O)c1onc(CSc2ccncc2)c1C(=O)NCC=C,2,-12,31,2,-4,-4,-6,-18,-0.5
CN(C1CCS(=O)(=O)C1)S(=O)C12CC3CC(CC(C3)C1)C2 (centres undefined),-2,-5,-1,-2,6,6,-8,-18,1.2
COc1ccccc1CNC(=S)Nc1cc(C)ccc1C,-1,5,-16,2,-4,0,-1,-6,-2.5
Cc1cc(C)nc(NC(=O)CCC2CCCC2)c1,4,-6,0,-1,0,-3,-4,-4,0.1
Cc1ccc(C2Nc3ccccc3C(=O)N2CCN2CCNC2=O)cc1 (centres undefined),2,-5,20,1,-9,-15,-3,-17,0.0
O=Nc1c(-c2cccc([N+](=O)[O-])c2)nc2ncccn12,34,4,-65,25,-3,-20,-9,-9,0.2
CCOc1ccccc1NC(=S)NCCc1ccccc1,0,-7,13,-1,-3,3,-17,-10,0.0
COCCCNC(=O)CCSc1ccc(Cl)cc1,0,-11,-6,-1,-3,-6,2,-15,1.8
CCOC(=O)C1(Cc2cccc(F)c2)CCN(Cc2cnc(C)s2)CC1,1,-3,-21,0,-9,5,-14,-18,-0.3
Cc1ccnc(NC(=O)COc2ccc(Cl)cc2)n1,-3,-10,19,2,5,-7,.,-16,0.0
NC(=O)c1c(NC(=O)c2cccnc2Cl)sc2c1CCCC2,6,-12,1,0,4,-6,.,-4,2.2
O=C(CN1CCCCC1)N1CCN(S(=O)(=O)c2ccccc2)C1,-1,0,2,0,-3,-5,.,-11,-0.3
Cc1cc(C)nc(SCc2cc(=O)c(OC(=O)c3ccc(Br)o3)co2)n1,-5,-16,0,-1,12[fluorescence artefact?],-8,.,-12,1.5
Cc1ccc(S(=O)(=O)N2C(=O)CCC2C(=O)Nc2ccc3c(c2)OCCO3)cc1 (centres undefined),1,-7,-1,-1,0,4,7,-5,0.0
O=C(Nc1ccc(Cl)cc1C(F)(F)F)c1ccc(Cl)cc1,-2,-2,1,0,1,5,-6,-13,0.0
CCCCn1cnc2c1c(=O)n(CC(=O)c1cc(C)n(C)c1C)c(=O)n2CC(C)C,0,-1,1,-6,-1,-4,21,-6,-0.4
CN1CCN(c2ccccc2NC(=O)c2c(F)cccc2F)CC1,0,2,29,0,-1,0,-13,-6,0.6
Cc1ccc(CNC(=O)CN(C)S(=O)(=O)c2cnc[nH]2)cc1,5,0,-12,-2,3[fluorescence artefact?],8,18,10,.

# Part of the list above, tab-delimited:
Molecule	Runt-SMMHC FRET	p47phox inh	Hck Nef HTS	Runt-CBFb FRET	14-3-3 Bad inh	Tb hexokinase	MDM2 E3 inh	EBV gp42 inh	zVAD death inh
Cc1cc(C)nc(NC(=O)CCC2CCCC2)c1	4	-6	0	-1	0	-3	-4	-4	0.1
Cc1ccc(C2Nc3ccccc3C(=O)N2CCN2CCNC2=O)cc1 (centres undefined)	2	-5	20	1	-9	-15	-3	-17	0.0
O=Nc1c(-c2cccc([N+](=O)[O-])c2)nc2ncccn12	34	4	-65	25	-3	-20	-9	-9	0.2
CCOc1ccccc1NC(=S)NCCc1ccccc1	0	-7	13	-1	-3	3	-17	-10	0.0

# (listing goes on)
SMILES,Runt-SMMHC FRET,p47phox inh,Hck Nef HTS,Runt-CBFb FRET,14-3-3 Bad inh,Tb hexokinase,MDM2 E3 inh,EBV gp42 inh,zVAD death inh
CCSC1=N/C(=C\c2ccc3c(c2)OCO3)C(=O)S1,-2,-14,-1,-1,21,0,12,-7,0.1
O=C1N=C(N2CCCC2)S/C1=C\c1cn[nH]c1-c1ccccc1,2,-9,3,1,-14[fluorescence artefact?],20,-11,-7,0.5
CC(=O)NCCc1cc2ccc(C)c(C)c2[nH]c1=O,-4,-9,1,1,10,-2,-6,-14,3.6
Cc1ccc(S(=O)(=O)N2CCOCC2)cc1NC(=O)CSc1nc2ccccc2c(=O)n1Cc1ccccc1,6,-24,-3,-3,7,-8,-1,-15,0.2
CCCC(C)C(=O)NCc1ccccc1OC (centres undefined),-2,-2,-1,-2,-8,1,-15,-6,0.0
Nc1nc2ccccc2n1/N=C/c1ccc(-c2ccccc2)o1,-2,-31,2,-3,-9[fluorescence artefact?],-14,-9,1,8.6
CCOC(=O)CSc1nc(C)cc(Oc2ccc(=O)n(C)n2)n1,3,7,-4,2,-5,2,.,-6,.
O=C(Nc1ccc(Oc2ccccc2)cc1)C1CCN(c2ncccn2)CC1,-5,-14,0,-1,79*,-10,-14,-1,0.4
CC(C)(O)C#Cc1ccc(C(=O)NCCc2ccc(S(N)(=O)=O)cc2)cc1,-3,-2,16,-1,-5,6,-23,-19,2.0
O=C(CN1C(=O)NC(Cc2ccccc2)C1=O)Nc1ccc(F)cc1 (centres undefined),1,-3,-3,-3,2,-1,2,-17,4.5
Cn1nnnc1Sc1ncnc2scc(-c3ccc(F)cc3)c12,-3,-18,3,.,-2,-1,3,-19,29
CCN(CC)CCN(Cc1cc2cc3c(cc2[nH]c1=O)OCCO3)C(=O)NC1CCCCC1,-25,-19,0,-11,-8[fluorescence artefact?],6,-13,-12,-0.4
O=C(Cc1ccc(F)cc1)NCC1CCCO1 (centres undefined),.,1,17,.,5,6,-19,-8,1.2
O=C(NC12CC3CC(CC(C3)C1)C2)C1CC(=O)N(c2ccc(Br)cc2)C1 (centres undefined),1,-10,-22,0,-9[fluorescence artefact?],2,-10,-7,20
COc1cc2[nH]c(=S)n(CCN3CCOCC3)c(=O)c2cc1OC,1,-7,1,1,0,-13,-20,6,-0.1
Cc1ccc(S(=O)(=O)N(C)C)cc1NC(=O)C1CCC1,-4,-10,10,0,-8,-11,-5,-8,0.8
Cc1ccc(NCC(O)C(O)C(O)CO)cc1C (centres undefined),-1,-16,11,1,-5[fluorescence artefact?],-1,4,-5,0.1
CCc1cccc(C)c1NC(=S)N(CCN(C)C)C(C)c1cccnc1 (centres undefined),-3,0,11,-2,8,3,-10,-3,4.1
CCCn1c(SCC(=O)Nc2ccc(C(=O)Nc3ccccc3OC)cc2)n[nH]c1=O,2,-8,23,-2,-19,-2,15,-10,12
CCOc1ccc(NC(=O)N(CCCN2CCOCC2)Cc2cccnc2)cc1,-2,-5,1,3,-12,-3,-7,-8,-0.1

# 3 compounds already listed, ordered by their value in Tb hexokinase, low to high:
SMILES	Tb hexokinase
COc1cc2[nH]c(=S)n(CCN3CCOCC3)c(=O)c2cc1OC	-13
Cc1ccc(NCC(O)C(O)C(O)CO)cc1C (centres undefined)	-1
O=C(NC12CC3CC(CC(C3)C1)C2)C1CC(=O)N(c2ccc(Br)cc2)C1 (centres undefined)	2

# (next part)
SMILES,Runt-SMMHC FRET,p47phox inh,Hck Nef HTS,Runt-CBFb FRET,14-3-3 Bad inh,Tb hexokinase,MDM2 E3 inh,EBV gp42 inh,zVAD death inh
Cc1nnc(SCCn2c(N3CCN(C)CC3)nc3c2c(=O)[nH]c(=O)n3C)s1,1,-4,3,-3,-9,-7,-14,-7,0.4
N#C/C(=C\c1ccc(OCc2ccc(F)cc2)cc1)C(=O)Nc1cccc(C(=O)O)c1,-7,-24,-4,-5,2,-57,.,2,-0.3
c1ccc(-c2cc3c(N4CCOCC4)ncnc3s2)cc1,0,-10,-4,-1,4[fluorescence artefact?],-14,16,-12,71
Cc1cc(C)cc(NC(=O)COC(=O)CCCC2=NS(=O)(=O)c3ccccc3N2)c1,-2,3,24,0,-9,3,-18,-2,1.5
